hERG rescue = shields human hERG channel from block by proarrhythmic agents. activation (rescue from dofetilide block), less the hit threshold, % at 10 µM. CHO-hERG, FluxOR thallium flux, dofetilide IC70 present. Q12809. 0.51% of 310,000 active;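 active = activation above the mean of controls blocked by dofetilide plus 5 SD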;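 also: thallium influx through hERG after potassium depolarization seen as dye fluorescence rise; in these data hits start at about 4.7%; inactives centre near -7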
Target sequence (Q12809 whole entry, looked up): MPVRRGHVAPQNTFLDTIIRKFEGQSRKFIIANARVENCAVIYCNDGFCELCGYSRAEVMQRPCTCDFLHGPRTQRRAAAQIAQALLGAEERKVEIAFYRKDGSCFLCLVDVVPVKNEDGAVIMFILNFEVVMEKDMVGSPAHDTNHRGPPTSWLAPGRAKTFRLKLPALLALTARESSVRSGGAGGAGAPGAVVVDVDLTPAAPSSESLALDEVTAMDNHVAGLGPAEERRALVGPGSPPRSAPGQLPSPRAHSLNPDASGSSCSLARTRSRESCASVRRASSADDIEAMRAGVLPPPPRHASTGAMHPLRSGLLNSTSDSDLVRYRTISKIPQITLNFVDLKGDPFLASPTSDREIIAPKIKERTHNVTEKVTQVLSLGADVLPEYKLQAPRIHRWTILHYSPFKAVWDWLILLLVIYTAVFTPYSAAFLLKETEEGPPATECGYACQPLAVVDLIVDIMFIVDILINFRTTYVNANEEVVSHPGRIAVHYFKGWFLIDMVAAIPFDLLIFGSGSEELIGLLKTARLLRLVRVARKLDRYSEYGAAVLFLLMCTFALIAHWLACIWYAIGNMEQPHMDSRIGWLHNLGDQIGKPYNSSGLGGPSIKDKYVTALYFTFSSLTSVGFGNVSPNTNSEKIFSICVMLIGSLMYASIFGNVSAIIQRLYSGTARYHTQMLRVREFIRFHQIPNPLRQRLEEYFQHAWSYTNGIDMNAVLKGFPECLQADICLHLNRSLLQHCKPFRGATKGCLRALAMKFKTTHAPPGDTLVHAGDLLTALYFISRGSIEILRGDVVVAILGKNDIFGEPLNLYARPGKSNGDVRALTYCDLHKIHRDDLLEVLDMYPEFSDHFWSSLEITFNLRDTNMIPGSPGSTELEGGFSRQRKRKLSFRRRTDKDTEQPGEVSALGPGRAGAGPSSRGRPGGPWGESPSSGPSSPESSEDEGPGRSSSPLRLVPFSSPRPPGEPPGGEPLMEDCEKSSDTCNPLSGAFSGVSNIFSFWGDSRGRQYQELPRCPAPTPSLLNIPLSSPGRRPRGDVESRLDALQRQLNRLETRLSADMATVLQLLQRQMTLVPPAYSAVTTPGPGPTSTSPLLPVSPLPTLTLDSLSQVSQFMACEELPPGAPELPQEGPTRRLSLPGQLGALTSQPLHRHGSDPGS
KCNK3 block = human KCNK3 channel inhibition, primary screen; O14649; CHO-KCNK3 thallium flux, FluxOR fluorescence; active compounds read low; B-score at 10 µM; 0.84% of 340,000 active; AID 602410;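 active = B-score under library mean minus 4 SD, starting fluorescence ratio at most library mean plus 5 SD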;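 also: more negative B-score means stronger inhibition of thallium flux through KCNK3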
KCNQ1 pot = human KCNQ1 channel potentiation or activation. CHO-K1 KCNQ1, thallium flux FluxOR fluorescence; active compounds read high. P51787. B-score at 10 µM. AID 2648. 0.35% of 310,000 active;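 active = fluorescence ratio B-score, a plate-corrected score, at least three library SD, with initial intensity B-score within 5 SD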
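Assay system: stable KCNQ1 CHO-K1 line; medium: assay buffer, equal DMSO in all wells; timing: 90 min dye loading and 20 min compound exposure, both at room temperature; technique: kinetic FluxOR thallium fluorescence, 10-s 1-Hz baseline, 110-s post-stimulus read; read-out basis: B score of baseline-normalized fluorescence ratio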
KCNK9 inh = blocks the human KCNK9 two-pore domain potassium channel; Q9NPC2; HEK293 KCNK9, FluxOR thallium flux fluorescence; active compounds read low; B-score at 10 µM; 1.2% of 310,000 active; AID 488922;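 active = ratio B-score over 3 SD below the library mean, with starting fluorescence within 5 SD of its mean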;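 also: negative B-score means less thallium flux so channel inhibition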
HDAC3 inh = blocks human histone deacetylase 3; recombinant HDAC3, fluorogenic peptide/trypsin coupled, fluorescence; 0.15% of 320,000 active; inhibition, % at 8.3 µM; AID 2718; in the data active = inhibition above about 26%, passing the limit was not always enough; inconclusive = no clear call, values can overlap the other calls
PolyA inh = yeast polyadenylation inhibition; S. cerevisiae SKY197-pL101 polyadenylation reporter, beta-gal luminescence; efflux-impaired pdr1/pdr3 knockout yeast; score 100 = 6 SD above DMSO; calls only at 12 µM; 0.02% of 300,000 active;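 active = lowest replicate activity score at least 50, where 100 means six control SD above control mean; inconclusive = lowest score under 50 but half or more replicates reach 50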;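 also: yeast exposed to compound for 9 h at 30 °C; higher score means more reporter readthrough which indicates perturbed polyadenylation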
GSK3B inh = inhibitors of human GSK3beta kinase; P49841; GST-GSK3beta kinase, ADP-Glo luminescence, 60 min; active compounds read low; activity score (negative = inhibition), % at 10 µM; 0.038% of 300,000 active; AID 2097;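 active = more than half of replicate wells score below -50%, meaning over 50% inhibition versus plate controls; inconclusive = some replicates but at most half score below -50%; inactive = no replicate scores below -50%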;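 also: 0% = median DMSO wells and -100% = median GW8510 positive control wells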
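Assay system: GST-fused GSK3beta enzyme, cell-free / Medium: Tris pH 7.5 buffer with MgCl2, DTT, BSA, heparin / Also added: peptide substrate plus 25 µM ATP (final) / Compound: 10 µM single point / Timing: kinase reaction with compound 60 min at room temperature / Detection: ADP-Glo luminescence / Benchmarks: DMSO neutral wells and GW8510 at 20 µM as positive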
GSK3A inh = human GSK-3 alpha kinase inhibition; ADP-Glo luminescence, 60 min; inhibition, % at 10 µM; 0.1% of 320,000 active; AID 2650;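 in the data active = inhibition above about 50%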;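 also: GST-tagged GSK-3 alpha with peptide substrate and 25 µM ATP; 0% = DMSO neutral wells and 100% = GW8510 positive control wells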
RGS4 pot = potentiators or activators of RGS4. B-score at 10 µM. HEK293 M3R/inducible RGS4, carbachol calcium flux Fluo4; active compounds read low. 0.92% of 310,000 active;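 active = B-score of the integrated calcium signal more than 4 SD below the library mean, with starting fluorescence not abnormally high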;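 also: negative B-score means reduced calcium response which marks RGS4 activation or potentiation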
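Assay system: Inducible-RGS4 HEK293 cells carrying M3 receptor | Schedule: Compound preincubation 20 min at room temperature before agonist | Signal: Kinetic calcium fluorescence imaging with Fluo4-AM dye, 2 µM | Read-out basis: B score from integrated fluorescence ratio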
KCNQ1 inh = blocks the human KCNQ1 potassium channel; P51787; CHO-K1 KCNQ1, FluxOR thallium flux fluorescence; active compounds read high; B-score at 10 µM; 1.3% of 310,000 active;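 active = compounds whose thallium flux B-score, printed positive for inhibition, exceeds three library SD while starting fluorescence stays within three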;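 also: channel opened by potassium depolarization with thallium stimulus after 20 min compound exposure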
Dyrk1A ADPGlo = inhibitors of rat Dyrk1A kinase; 0.43% of 310,000 active; inhibition, % at 12.5 µM; Q63470; ADP-Glo luminescence, NFATc1 peptide; in the data active = inhibition above about 50%;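 also: plate controls were vehicle with enzyme for no effect and no enzyme for full effect; many of its hits are not listed in these tables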
* hit, by the source's call; i = inactive; ? = inconclusive; . = no result given. An excerpt; count on the stated rates, not on these rows.

SMILES	hERG rescue	KCNK3 block	KCNQ1 pot	KCNK9 inh	HDAC3 inh	PolyA inh	GSK3B inh	GSK3A inh	RGS4 pot	KCNQ1 inh	Dyrk1A ADPGlo
COc1cc(OC)c(NC(=O)CCCn2c(=O)oc3ccccc32)cc1Cl	-6	i	i	i	2	i	-1	-3	i	i	-3
COc1ccc(CC(=O)NNC(=S)NC(=O)c2cccnc2)cc1	-9	i	i	i	0	i	-2	-3	i	i	0
CC1Cc2cc(/C(O)=C3\C(=O)C(=O)N(CCN(C)C)C3c3ccccc3F)ccc2O1 (centres undefined)	-15	i	i	i	-2	i	-2	1	i	i	-4
COc1ccc2cc(N=Cc3nc(-c4ccc(C)cc4)oc3O)cnc2c1	-16	i	i	i	-6	i	4	1	i	i	6
O=C(O)CNc1ncccc1[N+](=O)[O-]	0	i	i	i	7	i	-1	-3	i	i	-7
Cc1cc(C)n(CCC(=O)N/N=C/c2ccc(Br)c([N+](=O)[O-])c2)n1	-17	i	i	i	3	i	-3	3	i	6*	2
O=c1oc2cc(OCc3c(F)cccc3Cl)ccc2cc1-c1ccccn1	-7	i	i	i	0	i	-1	-1	i	i	1
CC1(C)Cc2c(c(N3CCOCC3)nc3sc(C(=O)Nc4cccc(Cl)c4)c(N)c23)CO1	-8	i	i	i	-5	i	1	-2	i	i	-1
CC(=O)Nc1ccc(S(=O)(=O)Nc2c(NC3CCCCC3)c3ccccc3oc2=O)cc1	-6	i	i	i	0	i	0	0	i	i	0
CCOC(=O)[C@@H]1[C@H]2COc3cc(OC)ccc3[C@H]2N2C(=O)N(c3ccc(F)cc3)C(=O)[C@@]12C	-7	i	i	i	6	.	-2	-2	i	i	7
Cc1cc(=O)oc2cc(Oc3ccc(C(N)=O)cc3[N+](=O)[O-])ccc12	-6	i	i	i	1	i	-2	5	i	i	23
CCOC(=O)N1CCN(S(=O)(=O)c2cc(Br)cnc2N)CC1	1	i	i	i	1	i	0	0	-7.4*	i	4
COc1cccc(CNC(=O)CSc2cc(=O)n(C)c3ccccc23)c1	-6	i	i	i	5	i	-4	-2	i	i	2
COc1ccc(CCC(=O)N2CCN(c3ccccc3)CC2)cc1OC	-8	i	i	i	2	i	2	0	i	i	-5
Cc1cc(C(=O)Nc2ccc(S(=O)(=O)Nc3nccs3)cc2)c(C)o1	-13	i	i	i	2	i	5	-4	i	i	1
CC(C)[C@H](NC(=O)N1CCn2c1nc1ccccc12)C(=O)NCc1ccccc1Cl	-10	i	i	i	-1	i	0	-1	i	i	-2
CCc1ccc(-c2nc(CN3CCC(C(=O)NCc4ccccc4OC)CC3)c(C)o2)cc1	-11	i	i	i	6	i	2	.	i	i	2
COC(C[C@@H](O)[C@H](C)[C@H](O)COCc1ccccc1)OC	-4	i	i	i	.	i	4	.	i	i	8
CC(=O)c1sc(NC(=O)c2cnc(Cl)c(Cl)c2)nc1C	-2	i	i	i	4	i	2	-5	i	9*	7
CCOc1ccc(Oc2nc(N(CC)CC)nc(N3CCOCC3)n2)nn1	-13	i	i	i	-1	i	1	-8	i	i	.
CCN1C(=O)c2cccc3c(S(=O)(=O)Nc4ccc(O)c(C(=O)O)c4)ccc1c23	-4	i	i	i	0	i	-1	-2	i	i	5
COc1ccc(C(c2sc3nc(C)nn3c2O)N2CCN(Cc3ccccc3)CC2)cc1OC (centres undefined)	-14	i	i	i	.	i	-1	-2	i	i	-3
CN(c1ccccc1)S(=O)(=O)c1ccc(NC(=O)c2nc(S(C)(=O)=O)ncc2Cl)cc1	-20	-9*	i	i	0	i	-1	0	i	i	-2
COc1cccc(C(=O)CSc2nc3ccccc3n2CC(=O)N(C(C)C)C(C)C)c1	-7	i	i	i	8	i	1	-1	i	i	-2
O=C(NC1(C(F)(F)F)NC(=O)N(Cc2ccccc2)C1=O)c1cccs1 (centres undefined)	-8	i	i	i	-4	i	1	-1	i	i	-2
Next compounds follow:
SMILES	hERG rescue	KCNK3 block	KCNQ1 pot	KCNK9 inh	HDAC3 inh	PolyA inh	GSK3B inh	GSK3A inh	RGS4 pot	KCNQ1 inh	Dyrk1A ADPGlo
CCc1nc(CN2CCN(c3cc(C(F)(F)F)ccn3)CC2)c(C)[nH]1	-8	i	i	i	0	i	1	1	i	i	.
COc1ccc(OC)c(S(=O)(=O)N/N=C\c2c[nH]c3ccccc23)c1	-15	i	i	i	9	i	3	2	i	i	2
COc1ccc(S(=O)(=O)N2CCC(C(=O)NCC(c3cccs3)N(C)C)CC2)cc1 (centres undefined)	-9	i	i	i	-4	i	-2	-3	i	i	-4
COc1cccc(COc2nc3c(c(=O)n(C)c(=O)n3C)n2C)c1	2	i	i	i	0	i	-2	5	i	i	-6
CCc1ccccc1NC(=S)N1CCN(c2ccccc2F)CC1	-4	i	i	i	-8	i	4	4	i	i	-4
O=C(O)c1ccccc1C(=O)NCC(O)COc1ccc(Cl)cc1 (centres undefined)	-14	i	i	i	-7	i	5	3	i	i	1
Cc1ccc(-n2c(CSc3nc(C)cc(C)n3)nnc2SCC(=O)N2CCCC2)cc1	-17	i	i	i	-2	i	-2	0	i	i	-4
N#CCCNc1ccc(OCCC#N)cc1	-6	i	i	i	3	i	-3	-2	i	i	3
CCOC(=O)CN1C(=O)CSc2ccc(S(=O)(=O)N3CCOCC3)cc21	-14	i	i	i	-2	i	-2	-1	i	i	2
NS(=O)(=O)c1ccc(NC(=S)NCc2cccc(Cl)c2)cc1	-3	i	i	i	-11	i	2	-1	i	i	5
Cc1ccc(-n2nnnc2SCC(=O)N2CCc3ccccc3C2)cc1	-7	i	i	i	.	i	-1	.	i	i	-3
C/C(=N\NC(=O)C1CCCC1)c1ccc(Cl)c(Cl)c1	-9	i	i	i	5	.	1	.	i	i	0
CCOC(=O)N1CCN(C(=O)C2CCC(=O)N2C(C)C)CC1 (centres undefined)	-7	i	i	i	-7	i	3	-1	i	i	1
Cc1cccn2c(CN[C@H]3CCCCNC3=O)c(C(=O)N3CCOCC3)nc12	-16	i	i	i	-9	i	1	-3	i	i	8
COc1cccc(NC(=O)COC(=O)C2CCN(S(=O)(=O)c3cccs3)CC2)c1	-12	i	i	i	-5	i	-1	-1	i	i	4
CC(=O)OCC(=O)C1=CCC2C3CCC4=CC(=O)C=CC4(C)C3(F)C(OC(C)=O)CC12C (centres undefined)	-14	i	i	i	0	i	3	-5	i	i	4
COc1ccc(NC(=O)Nc2nnc(-c3ccco3)s2)cc1	-3	i	i	i	4	i	-5	-1	i	i	-4
Cc1cc(C)c(S(=O)(=O)N2CCCOC2CNC(=O)C(=O)NCc2ccco2)c(C)c1 (centres undefined)	0	i	i	i	-2	i	4	0	i	i	5
Cc1ccc(C(=O)c2c3ccc(C(F)(F)F)cc3nn2CCC(N)=O)cc1	-8	i	i	i	17	i	1	-5	i	i	8
Cc1noc(C)c1CSc1nnc(C)c(=O)[nH]1	-11	i	i	i	2	i	-3	-8	i	i	1
CCOC(=O)c1ccc(S(=O)(=O)NC2CCCCCCC2)n1C	-9	i	i	i	2	i	0	0	i	i	4
c1ccc(CN2CN=C(Nc3nc4ccccc4s3)NC2)cc1	-12	i	i	i	4	i	0	0	i	i	-5
Cc1cc(C)c2nc(NC(=O)c3ccc4c(=O)n5c(nc4c3)CCCCC5)sc2c1	-5	i	i	i	-5	i	0	-1	i	i	3
COc1ccccc1C1=NNC(=Nc2cccc(S(=O)(=O)N(C)C)c2)SC1	-4	i	i	i	-1	i	-3	-1	i	i	-13
CCC(=O)N1CCC2(CC1)Oc1ccc(Cl)cc1C(=O)C21CC(c2ccccc2)=NO1 (centres undefined)	-10	i	i	i	2	i	1	1	i	i	11
Later entries.
SMILES	hERG rescue	KCNK3 block	KCNQ1 pot	KCNK9 inh	HDAC3 inh	PolyA inh	GSK3B inh	GSK3A inh	RGS4 pot	KCNQ1 inh	Dyrk1A ADPGlo
O=c1c2[nH]c3ccccc3c2nc2n1CCS2	-6	i	i	i	1	i	-2	2	i	i	8
NC(=O)NCc1ccc(F)cc1	-1	i	i	i	-3	i	1	-3	i	i	-6
O=C(Nc1ccc(OCc2ccccc2Cl)cc1)c1cccnc1	-11	i	i	i	-2	i	-3	-1	i	i	.
O=C(CSc1ccc2nc(-c3ccccc3)cn2n1)NCC1CCCO1 (centres undefined)	-5	i	i	i	-47	i	-6	0	i	i	1
CC1CCC(NC(=O)CN2CCC(n3nnc4cc(F)ccc43)CC2)CC1 (centres undefined)	-1	i	i	i	-1	i	0	-1	i	i	-4
COCCNC(=O)C(c1cccnc1)N(Cc1ccccc1)C(=O)Cn1nnc2ccccc21 (centres undefined)	-8	i	i	i	4	i	3	-1	i	i	-5
COc1ccc(Br)cc1C(=O)NC(=S)Nc1ccc(CN2CCOCC2)cc1	-12	i	i	i	6	i	-2	0	-9.8*	i	-1
Cc1[nH]c2ccc(F)cc2c1CCN(Cc1cccnc1)C(=S)Nc1ccc(F)cc1	-4	-9.5*	i	-9.6*	8	i	-1	-1	i	i	-4
CC(C)Oc1ccc(CNC(=O)Cn2ccc3cc(S(=O)(=O)N4CCCC4)ccc32)cc1	-5	i	i	i	-6	i	0	.	i	i	-1
COc1ccc(C(=O)c2ccc([N+](=O)[O-])cc2Cl)cc1	-7	i	i	i	?	i	3	3	i	i	-8
CCOC(=O)COc1ccc2c(=O)cc(-c3ccccc3)oc2c1	0	i	i	i	5	i	0	2	i	i	.
NC(=O)NC(=O)COC(=O)CC12CC3CC(CC(C3)C1)C2	-5	i	i	i	-5	i	1	0	i	i	.
N#Cc1cn(-c2ccccc2)nc1-c1cc2ccccc2oc1=O	-6	i	i	i	-1	i	-1	2	i	i	-2

Record cards (already shown):
`CC(C)Oc1ccc(CNC(=O)Cn2ccc3cc(S(=O)(=O)N4CCCC4)ccc32)cc1` is entered as hERG rescue = -5; KCNK3 block = i; KCNQ1 pot = i; KCNK9 inh = i; HDAC3 inh = -6; PolyA inh = i; GSK3B inh = 0; GSK3A inh = .; RGS4 pot = i; KCNQ1 inh = i; Dyrk1A ADPGlo = -1
`NC(=O)NCc1ccc(F)cc1` is entered as hERG rescue = -1; KCNK3 block = i; KCNQ1 pot = i; KCNK9 inh = i; HDAC3 inh = -3; PolyA inh = i; GSK3B inh = 1; GSK3A inh = -3; RGS4 pot = i; KCNQ1 inh = i; Dyrk1A ADPGlo = -6

Bioassay records: PubChem BioAssay, several laboratories
